MazF activator = activators of E. coli MazEF toxin-antitoxin RNase, primary screen, biochemical, fluorescence, uHTS | Endoribonuclease toxin MazF (Escherichia coli (strain K12)), P0AE70 | FAM/BHQ RNA-DNA oligo cleavage fluorescence, 5 h | activation, % at 20 µM | 350,000 tested, 0.32% active | AID 504720, 2011; in the data active = activation above about 50%
3CLpro inhibitor = SARS-CoV 3CLpro protease inhibitors, primary screen, biochemical, quenched FRET | recombinant SARS-CoV 3CLpro, quenched FRET peptide cleavage | inhibition, % at 6 µM | 290,000 tested, 0.14% active | Replicase polyprotein 1ab (Severe acute respiratory syndrome coronavirus), P0C6X7 | AID 1706, 2009; in the data active = inhibition above about 12%
PrPC TRFRET = inhibitors of human cell surface prion protein PrPC, primary screen, cell-based, TR-FRET; Major prion protein (Homo sapiens), P04156; TR-FRET read-out; inhibition, % at 13.8 µM; 370,000 tested, 0.43% active; in the data active = inhibition above about 24%; note: 0% = median of the test wells and 100% = reference compound wells
Rv3671c protease = Rv3671c serine protease inhibitors, primary screen, biochemical, fluorescence polarization, M. tuberculosis H37Rv. P9WHR9. inhibition, % at 5.96 µM. 320,000 tested, 0.048% active. AID 2606, 2010; in the data active = inhibition above about 38%;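 note: extracellular domain of Rv3671c used as enzyme; 0% = enzyme with DMSO and 100% = no enzyme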
SSB-PriA inh = inhibitors of Klebsiella pneumoniae PriA binding to SSB C-terminal tail, primary screen, biochemical, AlphaScreen | PriA–SSB C-terminal tail interaction (Klebsiella pneumoniae) | AlphaScreen SSBct-PriA binding, biotinylated peptide | inhibition, % at 33 µM | 430,000 tested, 0.6% active; in the data active = inhibition mostly above about 37%, no sharp cut-off; inactive = mostly below about 20%;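 note: plate controls were negative control peptide for no effect and reference peptide for full effect; strong numbers were not always called active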
CCHFV vOTU inh = CCHFV vOTU protease inhibitors, primary screen, biochemical, Pep-AMC substrate, fluorescence; Crimean-Congo hemorrhagic fever virus L polyprotein viral ovarian tumor (vOTU) protease …; inhibition, % at 11.5 µM; 370,000 tested, 0.55% active; in the data active = inhibition above about 30%; note: 0% = vehicle wells with enzyme and 100% = no enzyme wells
TcdB GH inh = TcdB glycohydrolase inhibitors, primary screen, biochemical, single point, plate reader; 350,000 tested, 0.24% active; inhibition, % at 9.99 µM; Toxin B (Clostridioides difficile), P18177; TcdB glycohydrolase enzymatic assay; in the data active = inhibition above about 10%
BH1578 lux ind = inducers of Vibrio cholerae quorum light production without autoinducers, primary screen, BH1578 luxS cqsA deficient, single point. activation, % at 18.7 µM. 350,000 tested, 0.16% active. V. cholerae BH1578 lux reporter, luminescence, 6 h; in the data active = activation mostly above about 9.7%, no sharp cut-off; note: not every result past the cut was called active; inactives centre near 0; reference of the scale not given here
Y pestis TopoI = Yersinia pestis topoisomerase I inhibitors, primary screen, biochemical, cleavage product accumulation, plate reader, single point. DNA topoisomerase I (Yersinia pestis CO92). Y. pestis Topo-I cleavage product accumulation. activity, % at 10 µM. 360,000 tested, 0.064% active. AID 504884, 2011; in the data active = activity above about 50%, passing the limit was not always enough; note: inactives centre near 2
DUSP3 inh = VHR1 phosphatase inhibitors, primary screen, biochemical, absorbance, uHTS. recombinant VHR phosphatase, pNPP absorbance. inhibition, % at 13.3 µM. 290,000 tested, 0.52% active. AID 1654, 2009; in the data active = inhibition above about 50%; note: some compounds called inactive have numbers as strong as hits
An asterisk follows results filed as active; i = inactive; / = no result given; & = joins results of further samples. These rows are one share of the data, so the mix of outcomes need not match the whole.

Assay codes: A = MazF activator; B = 3CLpro inhibitor; C = PrPC TRFRET; D = Rv3671c protease; E = SSB-PriA inh; F = CCHFV vOTU inh; G = TcdB GH inh; H = BH1578 lux ind; I = Y pestis TopoI; J = DUSP3 inh
#1 NC(=O)CC(NC(=O)Cc1cccc2ccccc12)c1ccc(NC2CCN(Cc3ccccc3)CC2)c([N+](=O)[O-])c1 (stereo not given)
  A = 7.0; B = -4.1; C = -7.2; D = -6.9; E = 16.4; F = 1.0; G = 3.5; H = -0.3; I = -9.9; J = 12.7
#2 O=C(c1cnn2cccnc12)N1CCN(Cc2ccc3c(c2)OCO3)CC1
  A = -1.9; B = -9.1; C = -8.8; D = -7.2; E = -12.3; F = -1.0; G = 0.4; H = -5.9; I = 1.0; J = 6.4
#3 CCN(CC)CCCn1c2c(c(SCC(=O)N3CCc4ccccc43)nc1=O)CCC2
  A = 4.8; B = /; C = -10.2; D = -1.4; E = 2.6; F = 8.2; G = 1.6; H = i; I = -3.9; J = /
#4 Cc1ccccc1COc1ccc(-c2nnn(CC(=O)O)n2)cc1
  A = 4.7; B = -0.9; C = 7.0; D = /; E = -5.2; F = -6.4; G = -0.8; H = 0.2; I = 4.9; J = -1.9
#5 CC(C(=O)c1ccc(Br)cc1)[n+]1cccc(NC(=O)c2ccccc2)c1 (stereo not given)
  A = 26.7; B = -5.0; C = -4.8; D = -2.2; E = -7.2; F = 6.5; G = 0.7; H = i; I = -4.1; J = 5.1
#6 C=CCn1c(SCc2nc3sc(C(=O)O)c(C)c3c(=O)[nH]2)nnc1-c1ccc(F)cc1
  A = -3.0; B = 4.1; C = -4.8; D = -4.9; E = -3.4; F = 4.4; G = 0.5; H = i; I = 0.9; J = 21.2
#7 CSc1ccc(CN(C)Cc2nc3ccccc3c(=O)[nH]2)cc1
  A = -1.8; B = 2.2; C = -1.8; D = 8.0; E = -7.5; F = -0.9; G = 0.9; H = i; I = 10.6; J = 19.1
#8 COCCN(C(=O)COC(=O)CCc1ccc(OC)cc1)c1c(N)n(Cc2ccccc2)c(=O)[nH]c1=O
  A = -4.5; B = /; C = 4.3; D = 0.6; E = -4.8; F = -8.1; G = -0.9; H = -10.0; I = -4.4; J = /
#9 CN(C)c1nc2ccccc2n(C)c1=O
  A = 7.1; B = -0.1; C = 3.3; D = 1.8; E = -8.7; F = -5.8; G = 0.5; H = 0.4; I = 4.7; J = -10.8
#10 Cc1ccc(C)c(NC(=O)c2cc(-c3cc(C)cc(C)c3O)n[nH]2)c1
  A = 11.3; B = 5.7; C = -4.9; D = -1.1; E = -14.2; F = -1.5; G = 0.6; H = 1.2; I = -9.0; J = 13.8

Laid out differently: results already given.
Every second line gives: MazF activator	3CLpro inhibitor	PrPC TRFRET	Rv3671c protease	SSB-PriA inh	CCHFV vOTU inh	TcdB GH inh	BH1578 lux ind	Y pestis TopoI	DUSP3 inh
3	CCN(CC)CCCn1c2c(c(SCC(=O)N3CCc4ccccc43)nc1=O)CCC2
→ 4.8	/	-10.2	-1.4	2.6	8.2	1.6	i	-3.9	/
6	C=CCn1c(SCc2nc3sc(C(=O)O)c(C)c3c(=O)[nH]2)nnc1-c1ccc(F)cc1
→ -3.0	4.1	-4.8	-4.9	-3.4	4.4	0.5	i	0.9	21.2

New compounds follow.
Assay codes: A = MazF activator; B = 3CLpro inhibitor; C = PrPC TRFRET; D = Rv3671c protease; E = SSB-PriA inh; F = CCHFV vOTU inh; G = TcdB GH inh; H = BH1578 lux ind; I = Y pestis TopoI; J = DUSP3 inh
#11 Cc1ccc(-c2nnn(CC(=O)N3CCCCC3)n2)c(-n2cnnn2)c1
  A = 2.4; B = 2.9; C = 0.9; D = -3.3; E = -35.5; F = 12.9; G = /; H = /; I = 1.1; J = 3.6
#12 NC(=Nc1ccccc1)Nc1ccccc1
  A = 5.0; B = -2.9; C = 5.5; D = 6.0; E = -10.6; F = -14.6; G = 0.6&-0.4; H = -0.9; I = -0.2; J = 11.3
#13 C/C(=N\O)C(=O)C(CN1CCCCC1)CN1CCCCC1
  A = -16.4; B = -4.7; C = -3.2; D = 0.6; E = /; F = -10.9; G = 0.4; H = i; I = 0.8; J = 3.5
#14 O=C(COc1ccc(C(=S)N2CCC(Cc3ccccc3)CC2)cc1)N1CCOCC1
  A = -6.1; B = 3.0; C = 10.6; D = -13.2; E = 2.7; F = -10.6; G = 1.9; H = i; I = 4.6; J = 13.0

Two compounds picked at random from the list so far, as already listed:
Assay codes: A = MazF activator; B = 3CLpro inhibitor; C = PrPC TRFRET; D = Rv3671c protease; E = SSB-PriA inh; F = CCHFV vOTU inh; G = TcdB GH inh; H = BH1578 lux ind; I = Y pestis TopoI; J = DUSP3 inh
#12 NC(=Nc1ccccc1)Nc1ccccc1
  A = 5.0; B = -2.9; C = 5.5; D = 6.0; E = -10.6; F = -14.6; G = 0.6&-0.4; H = -0.9; I = -0.2; J = 11.3
#13 C/C(=N\O)C(=O)C(CN1CCCCC1)CN1CCCCC1
  A = -16.4; B = -4.7; C = -3.2; D = 0.6; E = /; F = -10.9; G = 0.4; H = i; I = 0.8; J = 3.5

Screening data (PubChem BioAssay)
